TSHR antag: blocks TSH signaling through the human TSH receptor; activity change, negative = inhibition, % at 11.5 µM; P16473; AID 504810; TSHR-expressing cells, TSH-stimulated cAMP HTRF, 2 h; active compounds read low; actives 0.2% (n = 330,000);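 active = activity change below a set negative limit, meaning inhibition stronger than a set level, cut at about -70% in these data; inconclusive = activity change between two set negative limits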; note: % is set by controls: 0 for no effect and ±100 for the full control effect
Target sequence (P16473 whole entry, looked up): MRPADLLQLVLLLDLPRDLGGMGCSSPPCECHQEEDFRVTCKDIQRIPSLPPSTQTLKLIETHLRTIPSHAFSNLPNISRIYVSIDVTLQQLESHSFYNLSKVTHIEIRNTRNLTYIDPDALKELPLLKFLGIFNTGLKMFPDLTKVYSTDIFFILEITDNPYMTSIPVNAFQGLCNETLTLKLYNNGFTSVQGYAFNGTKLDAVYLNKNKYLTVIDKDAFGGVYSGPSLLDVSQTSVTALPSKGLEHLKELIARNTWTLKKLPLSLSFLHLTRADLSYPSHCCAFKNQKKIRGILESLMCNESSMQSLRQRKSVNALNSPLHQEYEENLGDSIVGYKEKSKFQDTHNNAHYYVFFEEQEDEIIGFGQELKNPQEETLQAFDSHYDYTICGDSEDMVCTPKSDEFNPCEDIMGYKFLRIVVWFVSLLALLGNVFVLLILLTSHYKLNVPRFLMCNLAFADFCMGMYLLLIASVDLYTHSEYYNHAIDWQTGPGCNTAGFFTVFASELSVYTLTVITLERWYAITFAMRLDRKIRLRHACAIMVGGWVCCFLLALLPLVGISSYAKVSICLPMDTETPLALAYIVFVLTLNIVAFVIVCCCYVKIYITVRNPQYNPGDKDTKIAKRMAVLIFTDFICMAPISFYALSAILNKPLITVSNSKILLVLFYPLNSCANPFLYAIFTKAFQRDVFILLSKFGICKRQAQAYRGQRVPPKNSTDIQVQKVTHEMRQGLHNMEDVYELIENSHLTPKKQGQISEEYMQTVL
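Inhibition of cAMP made by TSHR-expressing cells under TSH stimulation (4nM final, EC80; 2 h, 37 deg C) is quantified with a one-step lysis HTRF kit, anti-cAMP cryptate versus cAMP-d2.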
AT treatment: potential ataxia-telangiectasia treatments restoring KAP-1 phosphorylation | actives 0.19% (n = 320,000) | Potency, µM (highest dose often 57.5 µM), for inactives: top-dose activation, actives largely listed as activators | […] A-T fibroblasts, KAP-1 phosphorylation AlphaLISA; neocarzinostatin DNA damage 30 min before lysis | AID 485349; note: potency is the fitted concentration of half-maximal effect; % of control where 0% means no effect; nearly all actives have a fitted effect of over 45% in size
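ATM-like activity read as KAP-1 phosphorylation via AlphaLISA donor/acceptor antibody pairs after lysis and 6 hr at 25C. Cells were ATM-null patient fibroblasts ([…], hTERT), dosed 60 min, then exposed to the DSB inducer NCS for 30 min.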
ASM inhibitor: human S-ASM enzyme inhibition. P17405. placental ASM, HMU-PC fluorogenic substrate, 60 min. Potency, µM (highest dose often 57.5 µM), for the others: at the top dose activity change, negative = inhibition, usual class: inhibitors. actives 0.006% (n = 340,000). AID 504937; note: potency is the fitted concentration of half-maximal effect
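Fluorescence read-out (Ex 386 nm, Em 447 nm) after stopping the reaction at pH 10. Enzyme: ASM from human placenta; substrate HMU-PC0, 9 uM final; 60 min, 37 °C. Compound preincubation 10 min, ambient temperature.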
Integrin act MD: activators of alpha7 integrin expression for muscular dystrophy | alpha7betagal myoblasts, beta-gal FDG fluorescence, 48 h | Potency, µM (doses to about 38.3 µM), without a hit: at the top dose activation, hits mostly activators | actives 0.064% (n = 350,000) | AID 624291;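 note: potency is the fitted concentration of half-maximal effect; 100% = response of the positive control SU9516; nearly all actives have a fitted effect of over 60% in size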
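Alpha7betagal+/- myoblasts (passage 13) were plated 16-24 hr, then exposed to compounds (1:260 dilution of DMSO stock) for 48 hours at 37C. After MPER lysis, β-galactosidase reporter activity was read as FDG fluorescence (ex 480/em 540) after 30 minutes.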
MBNL1 CUG block: MBNL1-poly(CUG) RNA binding inhibition. actives 0.036% (n = 280,000). TR-FRET MBNL1-His/biotin-(CUG)12 binding, 665/545 ratio. Q9NR56. Potency, µM (doses to about 57.5 µM), without a hit: top-dose activity change, negative = inhibition, actives largely listed as inhibitors; active = well fitted inhibition curve with a large enough effect in the signal ratio, with a control signal flat, not every such curve was filed as active; inconclusive = small, poorly fitted or top-dose-only effect, or effect the other way, or a change in a side signal; inactive = no such curve, though single readings can be large or run the other way; the % refers to the signal ratio; note: potency is the fitted concentration of half-maximal effect; % is set by controls: 0 for no effect and ±100 for the full control effect
Target sequence (Q9NR56 whole entry, looked up): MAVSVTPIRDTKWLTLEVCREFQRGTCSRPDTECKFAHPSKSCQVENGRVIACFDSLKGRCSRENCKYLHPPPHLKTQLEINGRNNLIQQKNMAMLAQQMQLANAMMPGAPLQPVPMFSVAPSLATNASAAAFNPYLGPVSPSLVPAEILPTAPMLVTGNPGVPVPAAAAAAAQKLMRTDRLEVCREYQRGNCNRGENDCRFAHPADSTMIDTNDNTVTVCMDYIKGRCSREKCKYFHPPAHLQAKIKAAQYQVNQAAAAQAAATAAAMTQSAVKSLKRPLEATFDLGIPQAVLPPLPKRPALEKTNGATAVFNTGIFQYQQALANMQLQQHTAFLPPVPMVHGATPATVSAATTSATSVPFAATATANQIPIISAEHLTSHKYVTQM
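TR-FRET between His-tagged MBNL1 and biotin-(CUG)12 RNA, detected with Tb anti-His antibody (0.055 ng/ul) and streptavidin-XL665 (5 nM), 60 min at room temperature. Compounds titrated 92 nM to 58 uM; 665/545 nm ratio normalized to buffer and complex controls.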
TCR act: activates T cell receptor signaling; primary human leukocytes, anti-CD3, IL-2 HTRF, 48 h; Potency, µM (doses to about 9.22 µM), for the others: top-dose activation of IL-2 secretion, most hits filed as activators; 330,000 tested, under 10 active; AID 504894; note: % of control where 0% means no effect
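Using a-CD3 beads without co-stimulation, primary human leukocytes were exposed to compounds for 48 hr. An HTRF IL-2 kit measured the cytokine, with europium-to-d2 energy transfer producing emission at 665nm upon 320nm excitation.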
CXXC DNA block: MLL CXXC-DNA interaction inhibition; MLL-CXXC / FITC-HOXA9 DNA fluorescence polarization; Potency, µM (doses to about 115 µM), for inactives: top-dose activity change, negative = inhibition, actives largely listed as inhibitors; AID 2662; actives 0.037% (n = 290,000); active = well fitted inhibition curve with a large enough effect in the polarisation, with a control signal flat, not every such curve was filed as active; inconclusive = small, poorly fitted or top-dose-only effect, or effect the other way, or a change in a side signal; inactive = no such curve, though single readings can be large or run the other way; the % refers to the polarisation; note: potency is the fitted concentration of half-maximal effect
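Fluorescence polarization: 7 uM MLL-CXXC (stock) preincubated 5 min with compounds, then 50 nM fluorescein-HOX-A9 DNA (stock) added; 30 min ambient. Buffer 50 mM Tris-HCl pH 7.5, 50 mM NaCl, 1 mM DTT, 0.05% BSA.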
Menin-MLL TR inh: displaces Texas Red mutant MLL peptide from human menin; Menin + Texas Red MLL mutant peptide, fluorescence polarization; actives 0.23% (n = 270,000); O00255; Potency, µM (series often up to 61.6 µM), without a hit: top-dose FP activity change, negative = inhibition, actives largely listed as inhibitors; AID 1768; active = well fitted inhibition curve with a large enough effect in the polarisation, with a control signal flat, not every such curve was filed as active; inconclusive = small, poorly fitted or top-dose-only effect, or effect the other way, or a change in a side signal; inactive = no such curve, though single readings can be large or run the other way; the % refers to the polarisation; note: potency is the fitted concentration of half-maximal effect; % of control where 0% means no effect; many of its hits are not listed in these tables
PTAP TSG101 blk: blocks PTAP/TSG101 interaction to inhibit HIV-1 budding | Potency, µM (top dose mostly 115 µM), inactives show at the top dose activity change, negative = inhibition, hits mostly inhibitors | Fluorescence polarization, FITC-PTAP peptide / Tsg101 binding | Q99816 | 340,000 tested, under 10 active; active = well fitted inhibition curve with a large enough effect in the main read-out, with a control signal flat, not every such curve was filed as active; inconclusive = small, poorly fitted or top-dose-only effect, or effect the other way, or a change in a side signal; inactive = no such curve, though single readings can be large or run the other way; note: potency is the fitted concentration of half-maximal effect; % of control where 0% means no effect
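Steps: Tsg101 binding domain dispensed (10 uM final), compounds pinned in DMSO, FITC-labeled PTAP-motif peptide added (50 nM final); after 20 min binding at room temperature, polarization measured.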
Mito fusion act: blocks mitochondrial division or promotes mitochondrial fusion; S. cerevisiae fusion-defective mutant growth rescue, CellTiterGlo 48 h; Potency, µM (titrated, usually from 46.1 µM), for inactives: at the highest dose growth rescue (activation), usual class: activators; actives 0.23% (n = 320,000);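 note: potency is the fitted concentration of half-maximal effect; % of control where 0% means no effect; nearly all actives have a fitted effect of over 45% in size; temperature-sensitive fusion mutants such as fzo1-1 at 37 °C on non-fermentable ethanol glycerol medium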
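S. cerevisiae fusion-defective temperature-sensitive mutants (e.g. fzo1-1, mgm1-5) grown 48 h at 37C in YPEG (ethanol/glycerol non-fermentable) medium with 23 nl compound per well; growth rescue read as CellTiterGlo luminescence.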
The depositor's hits bear a star; ? = inconclusive; / = not tested or not shown; & = joins results of further samples; [ ] = another dose, or the depositor's remark. Unless noted, calls come from the whole dose curve; as a rule, active = well fitted curve in the direction sought with a large enough effect; inconclusive = small, poorly fitted or top-dose-only effect, or another doubt; inactive = no such curve, though single readings can be large; an effect the other way counts as inactive or inconclusive. These rows are one share of the data; the hit share may differ from the screen's.

SMILES	TSHR antag	AT treatment	ASM inhibitor	Integrin act MD	MBNL1 CUG block	TCR act	CXXC DNA block	Menin-MLL TR inh	PTAP TSG101 blk	Mito fusion act
CCN=C1S/C(=C\c2cc(OCC)c(O)cc2Br)C(=O)N1CC	-12	3%	-5%	-24%	7%[11.5 µM]	-2%[46.1 µM]	-6%	?	-2%	7.1µM*
CCOc1ccccc1NC(=O)C(OC(=O)c1ccccc1O)c1ccccc1 (stereo not drawn)	4	6%	-5%	0%	-4%	3%[46.1 µM]	10%	-11%	0%	15%
CCCCNc1c(-c2ccc(SC3CCCCC3)c(OC)c2)nc2ccc(Cl)cn12	-1	9%	184%	-6%	/	0%	/	/	-1%	8%
FC(F)(F)c1cccnc1-n1cncn1	5	9%	4%	0%	/	9%	0%	/	1%	2%
Cc1ccccc1NC(=O)c1ccc2c(c1)C(=O)N(CCC(C)C)C2=O	-1	/	1%	22%	23%	-1%	13%	-5%	-2%	-3%
CCn1c2ccccc2c2nnc(SCC(=O)OCN3C(=O)c4ccccc4C3=O)nc21	0	-2%	0%	2%	5%	-2%	0%	11%	-4%	2%
CC(C)c1nc2sc3c(NCc4ccccc4)ncnc3c2c2c1COC(C)(C)C2	5	/	-2%	-6%	-1%	0%	-1%	6%	2%	0%
NC(=O)CC(NC(=O)Cc1ccc(Cl)cc1)c1ccc(NCCCN2CCCC2=O)c([N+](=O)[O-])c1 (stereo not drawn)	4	5%	1%	-8%	?	-4%	4%	-2%	-2%	0%
O=C(NCCc1c[nH]c2ccccc12)/C(=C\c1cccnc1)NC(=O)c1ccccc1F	-6	1%	0%	13%	5%	-7%	-19%	/	-1%	-2%
COC(=O)c1sccc1NC(=O)Nc1cc(OC)ccc1OC	-10	0%	-1%	0%	-1%	7%	6%	?	-3%	6%
Cn1cnc2c1c(=O)[nH]c(=O)n2C	3&-5	0%	/	/	7%	/	7%&-1%	16%[24.8 µM]	/	-1%&13%
Cc1ccc(S(=O)(=O)N(C)C)cc1NC(=O)C1CCN(C(=O)Nc2ccccc2)CC1	3	-2%	2%	-14%	/	9%	/	/	-3%	-5%
Cc1ccc(C(=O)OCC(=O)NCc2cccs2)cc1C	15	0%	0%	7%	0%	2%	1%	-10%	-1%	0%
COc1ccc(/C=N/NC(=O)Nc2cccc3nsnc23)c(OC)c1	-1	-6%	237%[activator]	-15%	6%	-4%	8%	17%	0%	-10%
O=C(NCC1OCCc2ccccc21)c1ccco1 (stereo not drawn)	7	/	1%	3%	-2%	-3%	-8%	?	-14%	2%
CC(C)Oc1ccc(Br)cc1C(=O)N/N=C/c1c[nH]c2ccccc12	10	6%	15%	6%	-4%	-2%	54%[activator]	?	-1%	-8%
Cc1cc(C)c(S(N)(=O)=O)c(C)c1N(C)S(=O)(=O)c1ccc(Cl)cc1	10	4%	-5%	-28%	-1%	-3%	19%	/	-10%	-1%
CCOC(=O)CN(C(=O)Cn1nnc2ccccc21)C(C(=O)NCCOC)c1ccccc1 (stereo not drawn)	12	-2%	-1%	27%	-5%	2%	-1%	-7%	-4%	0%
CC(C)CC1NC(=O)N(CC(=O)Nc2cc(S(=O)(=O)N3CCOCC3)ccc2Cl)C1=O (stereo not drawn)	/	-7%	3%	-15%	/	3%	/	/	-3%	/
Cc1ccccc1Nc1nc(CSc2nnnn2-c2ccccc2)cs1	-23	/	-7%	-24%	221%[activator]	-9%	12%	?	0%	2%
C[C@H](NC(=O)c1cc2cc(Cl)ccc2n1C)C(=O)N1CCC(C(=O)O)CC1	22	8%	4%	?	4%	-3%	0%	12%	-2%	4%
CC(=O)Nc1ccc(S(=O)(=O)N2CCC(C(=O)NCc3ccncc3)CC2)cc1	-2	4%	4%	7%	-5%	-2%	7%	/	-2%	5%
Cc1cccc(NC(=O)COC(=O)c2cccc(S(=O)(=O)N3CCCCCC3)c2)c1	-8	0%	-3%	3%	/	1%	/	/	-1%	7%
Cc1cc([N+](=O)[O-])ccc1-c1ccc(/C=N/NC(=O)c2ccc(Br)o2)o1	3	-2%	3%	-12%	16%	-2%	8%	/	?	-4%

Continued, overlapping the part above by 2 compounds.
SMILES	TSHR antag	AT treatment	ASM inhibitor	Integrin act MD	MBNL1 CUG block	TCR act	CXXC DNA block	Menin-MLL TR inh	PTAP TSG101 blk	Mito fusion act
Cc1cccc(NC(=O)COC(=O)c2cccc(S(=O)(=O)N3CCCCCC3)c2)c1	-8	0%	-3%	3%	/	1%	/	/	-1%	7%
Cc1cc([N+](=O)[O-])ccc1-c1ccc(/C=N/NC(=O)c2ccc(Br)o2)o1	3	-2%	3%	-12%	16%	-2%	8%	/	?	-4%
COc1cccc(-c2nnc(SCC3CNC(=O)O3)n2-c2ccc(Cl)cc2)c1 (stereo not drawn)	0	4%	4%	29%	-9%	1%[46.1 µM]	10%	-7%	-4%	-1%
CC(C)C(=O)N1CCN(c2ccc(NC(=O)c3cccs3)cc2)CC1	-13	-5%	0%	-10%	-1%	-4%[46.1 µM]	3%	-1%	-6%	3%
O=c1ccc(-c2ccc(S(=O)(=O)NCC3CCN(Cc4cccc(F)c4)CC3)s2)n[nH]1	5	4%	-3%	9%	?	4%	-1%	/	-5%	-2%
CC1=C(C)CC2C(C1)C(=O)c1ccc(Br)cc1S2(=O)=O (stereo not drawn)	-26	-6%	-5%	-1%	/	5%	/	/	/	0%
CN(C)C(=O)OCc1c(-c2ccccc2)ncc2ccccc12	3	7%	-1%	-11%	/	-5%	/	/	1%	18%
Cc1ccc(C(=O)n2c(-c3ccccc3)cnc2SCC(=O)Nc2ccc(C)cc2C)cc1	-6	7%	-13%	23%	1%	-3%[46.1 µM]	4%	-8%	1%	?
CN(CCC1CCOCC1)C(=O)CC1C(=O)NCCN1Cc1ccccc1F (stereo not drawn)	-6	15%	75%[activator]	0%	1%	1%	-3%	-7%	-4%	-1%
COc1cccc(NC(=O)C2CCN(S(C)(=O)=O)CC2)c1	14	-2%	4%	0%	6%	/	-4%	1%	-12%	0%
CCN(CC)c1ccc(/C=N/NC(=O)CNC(=O)c2ccc3c(c2)OCCO3)cc1	-10	2%	447%[activator]	-5%	?	-1%	14%	-1%	-3%	-3%
O=C(O)/C=C/C(=O)c1ccc(O)cc1	-2	9%	-3%	19%	/	-10%	?	/	-7%	1%
CCOc1ccccc1NC(=O)Cn1cnc2c(nnn2-c2cccc(OC)c2)c1=O	-15	3%	-10%	3%	-12%	2%[46.1 µM]	-1%	1%	1%	1%
CCCc1nc(NC(C)=O)c(C#N)c(-c2ccco2)c1CC	-15	4%	1%	0%	12%	3%	10%	-11%	-5%	3%
CCN(CC)CCOC(=O)C(Cc1ccco1)Cc1cccc2ccccc12 (stereo not drawn)	/	/	-2%	-9%	/	-2%	/	/	-1%	/
COc1ccccc1S(=O)(=O)Cc1ccc(C(=O)N2CCN(c3ccc(C)cc3)C(C)C2)o1 (stereo not drawn)	-5	1%	-7%	-13%	-8%	4%	7%	-21%	-4%	-3%
Cc1[nH]cnc1CSCc1ccc(F)cc1	13	-9%	3%	42%	-3%	-3%[46.1 µM]	3%	0%	0%	-7%
O=[N+]([O-])c1ccc(-c2cn3nc(-c4ccccc4)c(-c4ccccc4)nc3n2)cc1	-3	-15%	133%[activator]	14%	10%	-2%	?	/	?	4%
COc1ccc(C(=O)NCCc2nnc(SCC(=O)Nc3ccccc3)n2C)cc1	0	-9%	4%	-3%	-5%	0%	3%	8%	-5%	3%
CCn1c(=O)c(C(=O)NNS(=O)(=O)c2ccc(Br)cc2)c(O)c2ccccc21	-10	-5%	-12%	?	8%	-2%	-1%	?	-5%	21%
Cc1ccc(-n2nccc2-c2nn(-c3cccc(C(F)(F)F)c3)c(=O)n(C)c2=O)cc1	-9	-1%	-1%	-1%	-8%	-3%	-2%	?	-2%	4%
CC1=CCC2C(=O)N(c3ccc(C(=O)N4CCCCCC4)cc3)C(=O)C2C1 (stereo not drawn)	2	/	-1%	0%	-4%	9%	-3%	-13%	0%	-3%
CCN(CC(=O)Nc1ccc(NC(C)=O)cc1)Cc1c(O)ccc2cc(Br)ccc12	0	3%	4%[11.5 µM]	-17%	15%	3%	37%[activator]	?	-5%	1%
Cc1cccc(OCc2nnc(SCC(=O)N3CCN(C(=O)c4ccco4)CC3)n2C)c1C	2	3%	1%	-1%	-1%	/	-3%	3%	-9%	0%

Source: PubChem BioAssay (National Center for Advancing Translational Sciences (NCATS))
